# dFosB activator – activators of mouse delta FosB homodimer; P13346; purified delta FosB, TAMRA-CDK5 oligo fluorescence polarization; percent of positive-control signal above neutral wells; activation, % at 25 µM; actives 0.99% (n = 340,000);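 active = mean activation above about 17%, with every replicate also reaching it, limit read from the data, passing the limit was not always enough; inconclusive = only one of the two conditions met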;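 also: fluorescence polarization rise as delta FosB binds a TAMRA Cdk5 AP-1 oligo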
# Target sequence (P13346 whole entry, looked up): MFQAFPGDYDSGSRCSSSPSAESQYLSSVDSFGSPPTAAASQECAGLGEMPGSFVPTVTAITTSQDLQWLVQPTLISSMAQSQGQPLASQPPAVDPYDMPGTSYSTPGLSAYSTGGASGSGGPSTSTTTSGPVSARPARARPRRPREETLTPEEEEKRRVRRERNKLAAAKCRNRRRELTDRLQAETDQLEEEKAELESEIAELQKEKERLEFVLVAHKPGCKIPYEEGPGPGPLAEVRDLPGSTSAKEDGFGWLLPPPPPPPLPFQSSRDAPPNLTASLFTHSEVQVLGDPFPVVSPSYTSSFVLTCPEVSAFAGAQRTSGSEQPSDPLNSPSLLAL
# V-ATPase pH – alters yeast V-ATPase proton transport; S. cerevisiae, pHLuorin cytosolic pH fluorescence; response, % at 10 µM; actives 0.37% (n = 350,000); AID 504577; in the data active = response mostly above about 7.3%, no sharp cut-off; inactive = mostly below about 5.4%; also: actives read high; inactives centre near 0; some compounds called inactive have numbers as strong as hits; reference of the scale not given here
# CDK5 inh – CDK5/p35 (human) kinase inhibition. inhibition, % at 10 µM. Recombinant CDK5/p35, ADP-Glo luminescence, 60 min. Q00535+Q15078. actives 0.01% (n = 330,000);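 active = highest replicate inhibition of at least 50% and at least 75% of replicates reaching 50%; inconclusive = only one of the two criteria met; inactive = both criteria failed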;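 also: plate controls were DMSO neutral control for no effect and GW8510 at 10 µM for full effect; many of its hits are not listed in these tables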
# NSD2 inh – inhibitors of human histone methyltransferase NSD2 | AID 743445 | inhibition, % at 12.5 µM | O96028 | NSD2 peptide methylation, AlphaScreen, 120 min | actives 0.54% (n = 310,000); in the data active = inhibition above about 50%
# PvdQ inh – blocks Pseudomonas aeruginosa PvdQ acylase activity; purified PvdQ acylase, fluorescence plate reader; inhibition, % at 10 µM; actives 0.063% (n = 340,000); AID 488965; in the data active = inhibition above about 30%, passing the limit was not always enough; inconclusive = no clear call, values can overlap the other calls;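 also: 0% = vehicle neutral wells and 100% = reference inhibitor wells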
# SR-BI HDL uptake – mouse SR-BI HDL lipid transfer inhibition. ldlA[mSR-BI] CHO cells, DiI-HDL uptake fluorescence, 3 h. inhibition, % at 12.5 µM. actives 0.96% (n = 320,000). AID 488896;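 active = mean replicate inhibition of at least 70% and a set share of replicates each scoring 70 or more; inconclusive = meets just one of the two criteria; inactive = fails both criteria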;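 also: 0% = median of neutral control wells and 100% = median of positive control wells; values of inactives mirror those of a sister screen read the other way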
# Target sequence (Q61009 whole entry, looked up): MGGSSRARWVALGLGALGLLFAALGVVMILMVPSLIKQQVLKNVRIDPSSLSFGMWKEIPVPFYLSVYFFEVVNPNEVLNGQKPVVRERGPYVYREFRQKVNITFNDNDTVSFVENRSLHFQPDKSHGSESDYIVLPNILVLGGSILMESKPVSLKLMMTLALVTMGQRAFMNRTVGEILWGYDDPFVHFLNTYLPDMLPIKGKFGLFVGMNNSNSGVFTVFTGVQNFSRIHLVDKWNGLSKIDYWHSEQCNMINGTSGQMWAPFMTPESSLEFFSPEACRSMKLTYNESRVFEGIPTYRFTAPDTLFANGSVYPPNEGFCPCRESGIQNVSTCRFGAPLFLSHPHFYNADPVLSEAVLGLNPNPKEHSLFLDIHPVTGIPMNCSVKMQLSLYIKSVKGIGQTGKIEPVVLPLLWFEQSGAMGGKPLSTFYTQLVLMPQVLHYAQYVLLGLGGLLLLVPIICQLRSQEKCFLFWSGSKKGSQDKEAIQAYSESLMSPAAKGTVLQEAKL
# HTR5A inv ag – counter-screen for OPRM1-OPRD1 inverse agonists: human HTR5A inverse agonism; actives 0.083% (n = 340,000); HTR5A cell line, luminescence; P47898; inhibition, % at 9.3 µM; in the data active = inhibition mostly above about 23%, no sharp cut-off; inactive = mostly below about 18%;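 also: 0% = cells with DMSO and 100% = no-cell wells with DMSO; some compounds called inactive have numbers as strong as hits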
# Wnt act – activators of Wnt/beta-catenin signaling; Wnt/beta-catenin reporter cell assay, activator, plate reader; activation, % at 9.35 µM; actives 1.2% (n = 300,000); AID 743398; in the data active = activation above about 30%, passing the limit was not always enough; inconclusive = no clear call, values can overlap the other calls;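 also: 0% = neutral control wells and 100% = positive control wells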
# MITF act – increases MITF-driven TRPM1 promoter luciferase signal; SK-MEL-5 TRPM1-promoter luciferase, 24 h; % of positive control, neutral wells = 0; AID 588334; actives 0.75% (n = 300,000); activation, % at 12.5 µM;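 active = mean activation of at least 80% with every replicate also reaching 80%; inconclusive = mean reaches 80% but some replicate falls short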;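 also: 0% = neutral control wells and 100% = parthenolide positive control wells; values of inactives mirror those of a sister screen read the other way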
# HTR5A ag – activates human HTR5A in OPRM1-OPRD1 agonist counter-screen; P47898; HTR5A agonist assay, luminescence, cell-based; activation, % at 9.3 µM; actives 0.61% (n = 340,000); in the data active = activation mostly above about 9.5%, no sharp cut-off; inactive = mostly below about 7.6%;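 also: 0% = cells with vehicle only and 100% = reference agonist; strong numbers were not always called active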
# An asterisk follows results filed as active; ? = inconclusive; . = not tested or not shown.
SMILES,dFosB activator,V-ATPase pH,CDK5 inh,NSD2 inh,PvdQ inh,SR-BI HDL uptake,HTR5A inv ag,Wnt act,MITF act,HTR5A ag
Cc1ccc(S(=O)(=O)N(C)c2ccc(OCC(=O)Nc3nc4ccccc4s3)cc2)cc1,3,-3,0.9,1,1,59,-29,-1,-22,8
CC(Oc1ccc(C(=O)NC2CCCCC2)cc1)C(=O)O (centres undefined),3,-1,0.8,1,-10,.,-7,-3,5,3
COC(=O)c1[nH]c2ccc(C)cc2c1NS(=O)(=O)c1ccc(F)c(C)c1,4,-6,0.5,0,-9,-12,-12,-7,7,1
CCC(NC(=O)c1ccccc1NC(=O)c1ccco1)C(=O)O (centres undefined),-6,-3,0.7,-2,2,-10,-18,.,6,-2
CCN(CC)C(=O)N1CCN(S(=O)(=O)c2ccc(C)c(C)c2)CC1,-8,0,-12,0,-16,-13,-15,-1,2,3
CC(=O)c1cccc(NC(=O)CN(Cc2ccccc2)S(C)(=O)=O)c1,-5,-2,-0.4,-1,5,-12,6,.,14,-1
Cc1ccc(O)c(-c2[nH]ncc2C(=O)c2ccc(Br)cc2)c1,2,-2,3.7,1,27,-1,-4,-2,12,1
CC(C)[C@H](NC(=O)c1cccc(S(=O)(=O)N2CCCC2)c1)c1nc2ccccc2[nH]1,8,-2,-1.8,1,0,-9,-11,.,6,4
O=c1c2cnn(-c3ccccc3)c2ncn1Cc1cccnc1,-6,.,0.8,-1,12,-2,-3,.,-5,-2
CCc1c(O)c(-c2ccccc2)c(=O)n(-c2ccccn2)c1-c1ccccc1,-1,-2,0.6,6,0,-14,7,-1,.,3
COc1ccc(NC(=O)NC2(C(=O)N3CCCC(C)C3)CCCCC2)cc1 (centres undefined),-4,-1,0.6,1,-4,-13,-2,-3,-3,1
CC(NS(=O)(=O)c1ccccc1)C1CC2CCC1C2 (centres undefined),-4,2,-0.6,-2,1,-25,-27,-1,-5,11
Cc1cccc(NC(=O)C2CCCN(c3ncnc4c3nc3n4CCCCC3)C2)n1 (centres undefined),0,-1,0.5,.,-8,2,3,-2,.,-2
C=C(C)COc1ccc(-c2n[nH]c(C)c2-c2ccc(Br)cc2)c(O)c1,-17,-1,-0.3,1,-6,18,7,.,-12,5
O=C(c1cn[nH]c1)c1cc(F)ccc1O,0,1,3.0,7,8,-9,-7,.,11,3
O=C(O)c1ccc(-c2noc(-c3ccc(F)cc3)n2)cc1,-4,6,3.4,.,13,-40,-46,4,4,3
CCOC(=O)C1CCCN(c2c(NCCc3ccc(C)cc3)c(=O)c2=O)C1 (centres undefined),-8,3,0.7,-4,-10,.,10,8,7,3
Cc1ccc(N(C(=O)c2ccc(CN3CCOCC3)o2)C(C(=O)NCCC(C)C)c2cccs2)c(C)c1 (centres undefined),-4,-6,0.4,-3,5,6,-8,.,-9,0
COc1ccccc1NC(=S)NC1CCCCCCCCCCC1,-3,0,1.0,2,-14,48,-4,-3,.,0
COc1cccc(CNC(=O)Cn2c(=O)c3cccn3c3ccccc32)c1,15,-2,-0.1,-7,-5,13,16,0,-4,3
Cc1nnc(NC(=O)CSCc2c(C)noc2C)s1,-5,6,0.2,.,-14,-27,21,1,-3,-9
COc1ccc(OC)c(S(=O)(=O)n2ccnc2C)c1,-1,-4,-2.4,-1,-14,-24,4,-9,-4,6
CCOC(=O)/C(C(N)=NCC(C)C)=C(/O)c1ccccc1,-4,-3,0.2,0,4,-17,0,-5,10,-1
COc1ccc(S(=O)(=O)c2ccc(OCC3CO3)cc2)cc1 (centres undefined),-2,1,-1.5,-6,4,-8,-15,0,0,5
Cc1ccccc1-n1nnnc1SC1CCOC1=O (centres undefined),-6,-1,0.5,.,-14,11,-9,-2,3,7
# (next part)
SMILES,dFosB activator,V-ATPase pH,CDK5 inh,NSD2 inh,PvdQ inh,SR-BI HDL uptake,HTR5A inv ag,Wnt act,MITF act,HTR5A ag
COc1ccccc1CN1C[C@@H]2C[C@@H](C3=Cc4cc(Cl)ccc4OC3)N3CCC[C@@]23C1=O,-12,0,-3.8,0,-2,40,-10,-2,-7,4
Cc1ccc(S(=O)(=O)NC2CCCc3ccccc32)cc1C (centres undefined),-2,-3,-2.0,-2,-4,.,-2,.,-2,-1
COc1ccc(NC(=O)C2CCN(S(=O)(=O)c3ccc(OC)c(OC)c3)CC2)c(OC)c1,-5,-1,-0.1,-3,1,-4,-10,.,-3,0
O=C(C1CCN(c2nc(-c3ccccc3)nc3c2CCC3)CC1)N1CCC(O)CC1,-8,11*,0.3,10,6,37,-5,-2,1,-1
CNc1ccc(/C=C(\C#N)c2ccccn2)cc1[N+](=O)[O-],6,0,0.0,-10,-9,-5,29,14,?,3
CCCCCCCCNc1ccccc1S(=O)(=O)NCc1ccccc1,-5,0,1.6,.,12,-5,6,-1,0,-2
CCOC(=O)c1c(C)n(-c2ccccc2)c2ccc(O)cc12,1,-2,-1.1,1,11,69,-4,-3,-11,2
C(=C\c1ccccc1)/CSc1nnc(-c2ccncc2)n1Cc1ccco1,7,0,0.7,2,6,-16,-21,4,-3,8
COc1cc(CCC(=O)OCC(=O)Nc2sccc2C(N)=O)cc(OC)c1OC,3,1,-0.2,0,-3,2,7,-3,-13,3
O=[N+]([O-])c1ccc(N/N=C/c2cccc(O)c2)cc1,1,2,-1.1,-2,1,54,-1,2,58,0
CNC(=S)N1N=C(c2cccs2)CC1c1ccc(F)cc1 (centres undefined),-4,-2,-0.8,-3,6,-3,7,-1,-3,-2
Cc1[nH][nH]c(=O)c1C(c1ccc(Br)cc1)c1c(C)[nH][nH]c1=O,-7,1,1.1,6,7,4,12,-1,.,-3
CC[C@H]1OC(=O)[C@H](C)[C@@H](O[C@H]2C[C@@](C)(OC)[C@@H](O)[C@H](C)O2)[C@H](C)[C@@H](O[C@@H]2O[C@H](C)C[C@H](N(C)C)[C@H]2O)[C@](C)(O)C[C@@H](C)C(=NOCOCCOC)[C@H](C)[C@@H](O)[C@]1(C)O,-5,-1,1.9,.,-13,-1,23,-17,-6,-1
O=C(c1ccccc1)N1CCCC(c2ccc(Cl)cc2)=N1,-2,0,-3.5,6,-1,56,12,-2,5,-5
O=C(N/N=C/c1c[nH]c2ccccc12)c1cc(-c2ccc3ccccc3c2)n[nH]1,6,1,1.9,0,3,73*,-8,-5,-7,6
Cc1ccc(CNC(=O)c2nnc(CS(=O)(=O)c3ccccc3)o2)cc1,-1,-1,0.5,.,-17,-12,-33,1,9,3
CCC(=O)c1ccc(OCC(=O)OCC(=O)NC2CCCCCCC2)cc1,-9,0,0.2,1,-7,-6,3,-1,7,2
CCc1nnc(NS(=O)(=O)c2ccc(NC(=O)COc3ccc4ccccc4c3)cc2)s1,-6,1,-0.1,-1,-10,-16,8,-2,-4,1
CN(CCOc1ccccc1)C(=O)C1CCC(=O)N(CCCN2CCOCC2)C1 (centres undefined),-1,-3,0.6,-1,-6,6,17,2,1,1
COCCN(C(=O)COC(=O)CSc1ccc(Cl)cc1)c1c(N)n(CC(C)C)c(=O)[nH]c1=O,-10,3,0.3,-1,-5,-15,-1,-2,-1,1
Cn1nc(C(=O)Nc2ccccc2Cl)cc1C(=O)Nc1ccccc1Cl,10,-4,1.0,-1,-9,6,-12,-1,.,-1
Cc1c(CN(C)CCc2ccccc2)c(=O)n(-c2ccccc2)n1C,1,-1,1.0,0,-7,-22,-15,0,-7,5
Cc1cccc(NC(=O)Nc2c(C)[nH]c(=O)[nH]c2=O)c1C,-4,1,0.9,-2,-2,-30,23,-5,16,-6
CCNC(=O)CSc1nnc(CN2CCCCCC2=O)n1-c1ccccn1,5,1,1.7,-1,-6,-24,3,-1,15,-1
O=C(O)c1cc(N/N=C/c2ccc3c(c2)OCCO3)ccc1Cl,0,2,0.8,2,-6,16,-6,1,-83,3

# A different layout for 3 compounds above:
molecule	dFosB activator	V-ATPase pH	CDK5 inh	NSD2 inh	PvdQ inh	SR-BI HDL uptake	HTR5A inv ag	Wnt act	MITF act	HTR5A ag
COCCN(C(=O)COC(=O)CSc1ccc(Cl)cc1)c1c(N)n(CC(C)C)c(=O)[nH]c1=O	-10	3	0.3	-1	-5	-15	-1	-2	-1	1
Cc1c(CN(C)CCc2ccccc2)c(=O)n(-c2ccccc2)n1C	1	-1	1.0	0	-7	-22	-15	0	-7	5
CN(CCOc1ccccc1)C(=O)C1CCC(=O)N(CCCN2CCOCC2)C1 (centres undefined)	-1	-3	0.6	-1	-6	6	17	2	1	1

# Later entries
SMILES,dFosB activator,V-ATPase pH,CDK5 inh,NSD2 inh,PvdQ inh,SR-BI HDL uptake,HTR5A inv ag,Wnt act,MITF act,HTR5A ag
CCCCN(C)C(=O)c1nc2ccccn2c1CN1CCN(c2ccccn2)CC1,-1,0,-0.9,-3,-7,-16,7,-2,-2,-4
COc1cccc(-c2nc(CS(=O)(=O)CC(=O)N3CCN(c4ccccn4)CC3)c(C)o2)c1,-9,2,0.6,.,1,45,-8,-2,-7,3
Cn1c(=O)c2c(-c3ccccc3)n(CCCN3CCOCC3)cc2n(C)c1=O,10,4,2.3,-1,6,-30,1,.,3,0
Cc1cc(C(=O)NNC(=O)c2c(-c3c(Cl)cccc3Cl)noc2C)no1,3,0,0.9,0,-15,-21,-7,-2,-1,4
CCOc1ccc2[nH]c(=O)c(CN(CCCO)C(C)=O)cc2c1,-4,2,1.2,-8,-9,3,-7,.,-1,4
CCCCC(=O)OCc1nc2ccccc2s1,-2,-1,1.1,-4,1,6,19,18,11,0
CCCN(CCC)CCCNC(=O)c1nn(-c2cccc(OC)c2)c(=O)c2ccccc12,-17,-2,1.7,30,-11,15,11,-7,-1,-4
COc1ccc(NC(=O)c2ccccc2S(=O)c2ccccc2C#N)cc1 (centres undefined),-3,-2,-0.9,-2,-5,1,4,-9,-5,-1
O=C(Nc1ccccc1C(=O)N/N=C/c1ccco1)c1ccc(F)cc1,-8,3,4.1,2,-16,3,-3,.,3,-2
CCOC(=O)C1CCN(S(=O)(=O)CCNC(=O)c2ccc3c(c2)OCO3)CC1,-3,0,1.2,-2,-14,-10,-10,-1,-9,4
COc1ccccc1-c1cn[nH]c1-c1ccc(OCc2ccc([N+](=O)[O-])cc2)cc1O,1,0,-0.9,-2,-6,39,-24,2,9,8
CC1C/C(=C\c2ccccc2[N+](=O)[O-])c2nc3ccccc3c(C(=O)O)c2C1 (centres undefined),10,2,-0.1,-5,-12,1,6,2,-7,2
CCCc1nc(C)cc(N2CCN(c3ccccc3)CC2)n1,-14,-3,-8.5,-1,-15,5,-34,-2,4,9.6*
Cn1c2ccccc2c2c(C(=O)N3CCN(c4ccccc4)CC3)cn(C3CCCC3)c(=O)c21,-6,-3,0.2,-3,2,-4,0,.,2,2
CCOC(=O)/C=c1\s/c(=C\c2ccc3cc(OC)ccc3c2)c(=O)n1CC(=O)NCC1CCCO1 (centres undefined),-2,-4,2.9,.,15,27,-33,.,-67,13
CCOC(=O)C1CCN(C(=O)c2sccc2Cl)CC1,-5,0,-2.2,-2,-10,-24,-18,-1,-1,-1
Cc1ccc(NS(=O)(=O)c2ccc(C(=O)NCc3ccccn3)cc2)cc1,-7,-2,0.6,-2,-8,12,7,1,-3,4
COc1ccc(C(CNC(=O)Cc2ccc3ccccc3c2)N(C)C)cc1 (centres undefined),4,-2,-1.5,-4,-3,.,-20,-4,.,7
CCN(CC)S(=O)(=O)c1cccc(C(=O)Nc2ccc(C#N)cc2)c1,-7,3,-0.2,-1,7,48,-2,.,-14,1
COCCCNC(=O)C1CCCCN1S(=O)(=O)c1ccc(F)cc1 (centres undefined),6,-5,-0.7,-2,-1,-13,3,4,.,1
